PP5 primary – PP5 (human) phosphatase inhibition; purified PP5c, OMFP substrate fluorescence; inhibition, % at 6.7 µM; 320,000 tested, 0.18% active;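 active = inhibition above the campaign's mean inhibition across all tested compounds plus 3 SD, cut at about 9.5% in these data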;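 also: 0% = DMSO only and 100% = 100 µM cantharidin control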
Target sequence (P53041 whole entry, looked up): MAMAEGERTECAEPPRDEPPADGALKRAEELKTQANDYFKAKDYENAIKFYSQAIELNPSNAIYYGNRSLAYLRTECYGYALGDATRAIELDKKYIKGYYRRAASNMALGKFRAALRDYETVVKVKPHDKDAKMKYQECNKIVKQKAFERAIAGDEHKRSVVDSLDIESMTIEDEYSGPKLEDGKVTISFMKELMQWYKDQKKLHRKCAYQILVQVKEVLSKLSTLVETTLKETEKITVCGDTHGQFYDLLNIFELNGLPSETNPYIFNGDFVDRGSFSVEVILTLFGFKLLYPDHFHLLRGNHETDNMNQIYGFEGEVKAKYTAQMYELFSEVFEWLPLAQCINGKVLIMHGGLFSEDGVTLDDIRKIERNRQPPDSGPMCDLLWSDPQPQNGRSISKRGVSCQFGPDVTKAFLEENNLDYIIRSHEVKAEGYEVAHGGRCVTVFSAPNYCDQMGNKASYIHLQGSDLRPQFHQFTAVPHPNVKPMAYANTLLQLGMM
EBNA-1 inhibitor – blocks EBNA-1 binding to DNA; EBNA-1 DNA binding, fluorescence polarization; inhibition, % at 14.8 µM; 300,000 tested, 0.34% active; in the data active = inhibition above about 28%
Efflux pump inh – inhibitors of Candida antifungal efflux pumps expressed in yeast. S. cerevisiae Candida pump triplex, Nile Red efflux. inhibition, % at 10 µM. 330,000 tested, 0.44% active;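 active = plate passing quality check with inhibition over a set limit, or well fluorescence over plate mean plus 4 SD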;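 also: Nile Red retained in pooled yeast measured as flow cytometry median fluorescence; 0% = buffer negative control and 100% = Enniatin B positive control; higher means more Nile Red kept so more efflux inhibition; some compounds called inactive have numbers as strong as hits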
core dimer inh – HCV core protein dimerization inhibition | 300,000 tested, 0.33% active | inhibition, % at 5 µM | TR-FRET GST/Flag-core106 dimerization, 1536-well;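 active = inhibition above the mean of all tested compounds plus 3 SD, set per screening campaign, cut at about 45% in these data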
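System – GST-tagged and Flag-tagged HCV core protein residues 1-106 · Repeats – one well for each compound · Technique – TR-FRET 671 and 617 nm emission · Doses – one concentration, 5 µM, in 0.5% DMSO · Times – 4 h, 22.5 °C incubation · Also added – Eu donor and XL665 acceptor anti-tag antibodies · Measure – percent inhibition of core106 dimerization signal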
PREPL inhibitor – inhibitors of human prolyl oligopeptidase-like enzyme PREPL; inhibition, % at 5.96 µM; recombinant PREPL, fluorescence polarization activity-based probe; Q4J6C6; 320,000 tested, 0.68% active; in the data active = inhibition above about 43%;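 also: 0% = enzyme with DMSO and 100% = wells lacking enzyme; many of its hits are not listed in these tables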
TPT1 inhibitor – blocks Candida albicans tRNA 2'-phosphotransferase; recombinant caTPT1, FP RNA substrate dephosphorylation; inhibition, % at 5 µM; 300,000 tested, 0.81% active; AID 1962;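 active = inhibition above the mean of all tested compounds plus 3 SD, set per screening campaign, cut at about 24% in these data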;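 also: plate controls were DMSO alone for no effect and ferristatin control at 100 nM for full effect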
Fh CTSL1 inh – blocks F. hepatica cathepsin L1 in PFM18AAP counter-screen | recombinant F. hepatica cathepsin L1, Z-Leu-Arg-MCA fluorescence | inhibition, % at 5.96 µM | 300,000 tested, 0.49% active | AID 1906;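 active = inhibition above the mean of all tested compounds plus 3 SD, set per screening campaign, cut at about 17% in these data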;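 also: 0% = plate median of test compound wells and 100% = 1 µM Z-Phe-Ala-diazomethylketone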
ZTA DNA inh – blocks Epstein-Barr virus ZTA, an EBNA-1 counter-screen; ZTA-DNA binding, fluorescence polarization; P03206; inhibition, % at 11 µM; 320,000 tested, 0.15% active; in the data active = inhibition above about 33%
Target sequence (P03206 whole entry, looked up): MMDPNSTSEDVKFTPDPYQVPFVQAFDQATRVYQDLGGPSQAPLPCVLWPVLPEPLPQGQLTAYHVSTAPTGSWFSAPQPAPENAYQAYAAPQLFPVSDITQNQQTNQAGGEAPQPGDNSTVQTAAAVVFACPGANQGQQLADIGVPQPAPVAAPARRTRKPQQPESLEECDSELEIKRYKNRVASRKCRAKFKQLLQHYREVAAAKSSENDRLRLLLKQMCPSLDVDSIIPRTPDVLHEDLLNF
PP1 inh – blocks human PP1-alpha phosphatase, a PP5 counter-screen; 320,000 tested, 0.9% active; P62136; purified PP1alpha, OMFP fluorescence; inhibition, % at 6.7 µM;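 active = inhibition above the mean inhibition of all tested compounds plus 3 SD, computed separately for each screening campaign, cut at about 15% in these data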
Target sequence (P62136 whole entry, looked up): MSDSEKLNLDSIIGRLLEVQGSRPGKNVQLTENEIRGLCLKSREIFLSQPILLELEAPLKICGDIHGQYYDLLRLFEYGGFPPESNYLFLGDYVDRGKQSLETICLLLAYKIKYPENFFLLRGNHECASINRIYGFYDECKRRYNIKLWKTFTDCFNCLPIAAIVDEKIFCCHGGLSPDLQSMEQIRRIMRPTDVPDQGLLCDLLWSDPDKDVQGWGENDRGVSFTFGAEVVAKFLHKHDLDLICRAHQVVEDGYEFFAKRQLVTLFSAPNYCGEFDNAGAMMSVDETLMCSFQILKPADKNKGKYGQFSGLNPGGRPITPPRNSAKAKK
Starred values were filed as active, the others as inactive; / = not tested or not shown.

SMILES | PP5 primary | EBNA-1 inhibitor | Efflux pump inh | core dimer inh | PREPL inhibitor | TPT1 inhibitor | Fh CTSL1 inh | ZTA DNA inh | PP1 inh
Cn1c(C(=O)OC(C(=O)NC2CCCC2)c2ccncc2)cc2sccc21 (stereo not given) | -1.1 | 7 | 0.8 | 4 | 15 | -2 | -2 | 6 | -1
COc1ccccc1OCc1cc(C(=O)NCc2ccc(N3CCCC3=O)cc2)no1 | 0.6 | -15 | 0.2 | -3 | 19 | -2 | 5 | 1 | -5
CNc1nc(-c2ccc3c(c2)CCN3C(=O)CC(C)(C)C)c(C)s1 | -1.0 | -11 | 0.4 | 19 | 1 | -2 | 2 | -12 | -1
CCN(C(=O)CN1C(=O)NC(c2ccccc2)(c2ccc(C)c(C)c2)C1=O)C1CCS(=O)(=O)C1 (stereo not given) | 1.7 | / | 0.2 | / | -6 | / | / | 5 | -2
CCOc1ccc(N(CC(=O)Nc2ccccc2C(=O)NC(C)CC)S(C)(=O)=O)cc1 (stereo not given) | 0.4 | 5 | 0.4 | 5 | 5 | -2 | 5 | 10 | -4
COc1ccc(S(=O)(=O)N(C)CC(=O)N2CCCCCC2)cc1 | 3.0 | 4 | -0.1 | -8 | 12 | -2 | -7 | 14 | -1
Cc1cc(NC(=O)COc2ccccc2)n(-c2ccccc2)n1 | -2.8 | 8 | -0.1 | -1 | 1 | -3 | 0 | 11 | -2
O=C(c1cccs1)N1CCN(S(=O)(=O)c2ccc(F)cc2)CC1 | 1.2 | -10 | -0.2 | -5 | 16 | -5 | -6 | -22 | -3
COc1ccc(C)cc1NC(=O)C1CCN(C(=O)c2ccco2)CC1 | 0.0 | -4 | 0.1 | 5 | 0 | 2 | 2 | 0 | -2
COc1cc(C(=O)NC(=S)Nc2ccc(N3CCCC3)cc2)cc(OC)c1OC | 0.3 | 0 | -0.1 | 11 | 69* | 2 | -1 | 8 | 10
CCCCn1c2nc3ccccc3nc2c2c(=O)n(-c3ccccc3)cnc21 | 0.9 | 13 | 0.0 | 6 | -7 | 0 | 0 | 14 | 1
COc1cc(C2c3c(-c4ccccc4O)n[nH]c3C(=O)N2Cc2ccco2)cc(OC)c1OC (stereo not given) | 3.8 | 2 | -0.1 | 8 | -18 | -1 | 3 | -7 | -3

3 records picked at random from those above:
SMILES | PP5 primary | EBNA-1 inhibitor | Efflux pump inh | core dimer inh | PREPL inhibitor | TPT1 inhibitor | Fh CTSL1 inh | ZTA DNA inh | PP1 inh
COc1ccc(C)cc1NC(=O)C1CCN(C(=O)c2ccco2)CC1 | 0.0 | -4 | 0.1 | 5 | 0 | 2 | 2 | 0 | -2
CCN(C(=O)CN1C(=O)NC(c2ccccc2)(c2ccc(C)c(C)c2)C1=O)C1CCS(=O)(=O)C1 (stereo not given) | 1.7 | / | 0.2 | / | -6 | / | / | 5 | -2
Cc1cc(NC(=O)COc2ccccc2)n(-c2ccccc2)n1 | -2.8 | 8 | -0.1 | -1 | 1 | -3 | 0 | 11 | -2

The list goes on.
SMILES | PP5 primary | EBNA-1 inhibitor | Efflux pump inh | core dimer inh | PREPL inhibitor | TPT1 inhibitor | Fh CTSL1 inh | ZTA DNA inh | PP1 inh
COC(=O)c1cn(NC(=O)Cc2cccc(C(F)(F)F)c2)c(=O)c2ccccc12 | 0.4 | -8 | -0.1 | -1 | 8 | -4 | 14 | -4 | 1
COc1ccc(C2(O)CC3CCC(C2)N3c2nc(C)cc(C)c2C#N)cc1 (stereo not given) | 4.5 | -1 | 0.1 | 10 | -7 | 6 | -3 | 3 | 6
COc1cc(-c2cc(C(=O)N(C)Cc3ccccc3)c3ccccc3n2)cc(OC)c1OC | 3.7 | -1 | 0.0 | 9 | -8 | -4 | 4 | 4 | 3
CCOc1ccc(N=c2cc(-c3ccc(OC)cc3)oc3ccccc23)cc1 | 1.2 | 4 | -0.3 | 1 | 3 | -1 | -1 | -7 | 0
CCOC(=O)C1CCN(Cc2ccc(OCc3ccccc3)cc2)CC1 | 1.2 | 6 | 0.0 | 5 | 10 | -1 | -3 | -3 | -1
Cc1cc(OC(C)C(=O)NCc2ccccn2)c2c(C)c(Cc3ccccc3)c(=O)oc2c1 (stereo not given) | 0.2 | -3 | -0.1 | 11 | -1 | -2 | 3 | 7 | 3
CC(C)Oc1cccc(C(=O)C2CCCN(Cc3cnn(C(C)C)c3)C2)c1 (stereo not given) | -2.2 | 2 | 0.2 | 3 | 4 | 0 | 5 | 5 | -4
O=C1CCN(S(=O)(=O)c2ccccc2)CCN1CCOCc1ccccc1 | 4.4 | 4 | 0.0 | -2 | 14 | -5 | -3 | -8 | 1
CC1(C)C(=O)OC(c2ccc([N+](=O)[O-])cc2)C(C)(C)C1=O (stereo not given) | 1.9 | -3 | 0.0 | 5 | -6 | -3 | -6 | -1 | -1
C[C@H]1CN(C2CCCCC2)C(=O)[C@@H]1CC(=O)NCc1ccccc1 | 2.9 | 0 | 0.1 | -19 | -2 | -2 | -9 | -22 | 1
COC(=O)C1=C(C(=O)c2ccccc2)C(c2cccs2)n2nnnc2N1 (stereo not given) | -0.1 | 8 | 0.1 | -5 | 1 | 2 | 0 | 9 | -4
O=C(NCCCNC(=O)c1c(Cl)cccc1Cl)c1c(Cl)cccc1Cl | 5.2 | -8 | 0.3 | -8 | -3 | -1 | 2 | -13 | 0
O=C(NCCN1CCOCC1)c1ccc2c(c1)N(Cc1ccc(F)cc1)C(=O)CS2 | 3.1 | -3 | 0.1 | -13 | -1 | 3 | 13 | -20 | -4
CC1CCCN(C(=O)c2ccc(S(=O)(=O)N3CCC(c4nc5ccccc5s4)CC3)cc2)C1 (stereo not given) | -0.7 | -2 | -0.1 | 11 | 16 | -4 | 1 | 7 | -5
CCOC(=O)c1cc(NC(=O)N(C(C)C)C2CCCCC2)c(C)nc1C | -1.6 | 13 | 0.0 | -1 | -3 | 3 | -2 | 14 | -5
COc1cccc(C(=O)Nc2cc(OC)ccc2NC(=O)c2ccco2)c1 | -0.6 | -1 | -0.5 | 4 | -4 | -5 | -4 | 6 | -3
Cc1cc(N2CC(C)OC(C)C2)n2cc(-c3ccccc3)nc2n1 (stereo not given) | 0.2 | 7 | -0.1 | -1 | 11 | -2 | -1 | 9 | -2
CC(=O)Oc1ccc(N2C(=O)[C@@H]3[C@H](C2=O)[C@H]2c4ccccc4C=NN2[C@@H]3C(C)=O)cc1 | 0.7 | -2 | 0.0 | 3 | 3 | -4 | -6 | 4 | -7
CCOP(=O)(OCC)/C(=N/OC(=O)c1ccc(Cl)cc1Cl)C(N)=O | 0.1 | 3 | 0.1 | 2 | -4 | -3 | -2 | -8 | -4
CC(C)NC(=O)C1CCCN(c2nnc(-n3cccc3)s2)C1 (stereo not given) | 2.2 | -4 | -0.1 | -22 | 3 | -2 | 6 | 5 | -7
O=C1CCCC2=C1C(c1ccncc1)Nc1ccccc1N2 (stereo not given) | 2.0 | -5 | 0.0 | -13 | 5 | -2 | 3 | 10 | 2
NS(=O)(=O)c1ccc(NC(=O)COC(=O)COc2ccc3ccccc3c2)cc1 | 3.3 | 7 | -0.1 | 3 | 14 | -1 | -15 | 11 | -2
COc1cccc(NC(=O)Cn2c(=O)n(-c3cc(OC)c(OC)c(OC)c3)c(=O)c3ccccc32)c1 | 1.0 | 0 | 0.0 | -1 | -4 | -2 | 0 | 3 | 6
CS(=O)(=O)N1N=C(c2ccco2)CC1c1ccc(Cl)cc1 (stereo not given) | 1.1 | 4 | 0.2 | 7 | 9 | 0 | -2 | -1 | -2
FC(F)(F)c1cccc(NC(=S)NC2CCCC2)c1 | 6.1 | -11 | 0.1 | -5 | -2 | 1 | -4 | -8 | -2
O=C(CCc1ccccc1)NCCS(=O)(=O)N1CCN(c2ccccc2)CC1 | 3.1 | -12 | 0.5 | -3 | -32 | -4 | -3 | -25 | -3
Cc1cccc(N2CCN(C(=O)C3CCC(=O)N(Cc4ccccc4F)C3)CC2)c1C (stereo not given) | -0.5 | -8 | 0.1 | -7 | 28 | -2 | 16 | -8 | -1
COC(=O)c1cnc(Nc2cccc(C(F)(F)F)c2)c([N+](=O)[O-])c1 | 4.1 | 4 | -0.1 | -4 | 19 | -3 | 4 | -12 | -6
COc1cc(NC(=O)N[C@@H](Cc2ccccc2)C(=O)O)cc(OC)c1 | 3.7 | 1 | -0.1 | 0 | 5 | 1 | 0 | -4 | 1
CCOC(=O)C1C(=O)OC(C)(C)C1C(C)C(=O)c1ccccc1 (stereo not given) | -0.7 | 5 | 0.0 | 0 | 6 | 5 | 0 | 8 | -2
COc1ccc(Br)cc1C(=O)Nc1nnn(C)n1 | -0.5 | 10 | -0.1 | 1 | -1 | -1 | 2 | 16 | -2
O=C(COc1ccccc1)N/N=C/c1sc(=O)n(Cc2cccc(C(=O)O)c2)c1Cl | 3.1 | -17 | 0.6 | 7 | 3 | 5 | -3 | -14 | -7
CC(C)(C#N)N([O-])C=C[N+](=O)C(C)(C)C#N | 3.0 | -7 | -0.1 | 4 | 8 | 0 | 0 | -7 | 3
COc1ccc(NC(=O)Nc2ccccc2SC)cc1 | 4.2 | 10 | -0.1 | -15 | 18 | -2 | 7 | 2 | -2
Cc1cc(NS(=O)(=O)c2ccc(NC(=O)CN3C(=O)c4ccccc4C3=O)cc2)nc(C)n1 | -0.8 | 2 | 0.0 | 3 | 1 | -1 | 3 | 2 | -2
O=C(c1cnn2c(C(F)(F)F)cc(-c3ccccc3)nc12)N1CCCCC1c1cccnc1 (stereo not given) | 2.9 | -7 | -0.1 | 17 | -3 | -1 | 0 | 1 | 4
COc1ccc(OC)c(S(=O)(=O)Nc2cc(C)on2)c1 | -1.2 | 1 | -1.4 | 4 | -1 | -3 | 1 | 1 | -1
O=C1/C(=C/c2cccc(F)c2)SC(=S)N1NS(=O)(=O)c1ccccc1 | 0.8 | 5 | 0.3 | 3 | -6 | 2 | 5 | 1 | 2
COc1ccc(F)cc1C(=O)COC(=O)c1n[nH]c(=O)c2ccccc12 | -1.9 | / | -0.1 | / | 0 | / | / | 14 | 2
CCn1cc(C2Nc3ccccc3C(=O)N2O)c(C)n1 (stereo not given) | 0.4 | -12 | 0.1 | 0 | 10 | -4 | -1 | 9 | -3
CC(=O)Nc1cccc(OCCCNC(=O)c2ccc(C(C)(C)C)cc2)c1 | 1.8 | -3 | -0.1 | -3 | -6 | -4 | 0 | -6 | 1
CCOc1cccc(-c2c(C(=O)N/N=C(\C)c3ccncc3)nnn2-c2nonc2N)c1 | 0.6 | 3 | 0.0 | -2 | 5 | -1 | -4 | 7 | 2
Cc1ccc(S(=O)(=O)N(C)C)cc1NC(=O)COC(=O)CNC(=O)c1cccs1 | 2.8 | -4 | 0.2 | 2 | -11 | 2 | -6 | -2 | 1
Fc1ccccc1-c1nnc2c3ccccc3nc(N3CCOCC3)n12 | 0.0 | -10 | 0.0 | 3 | -1 | 1 | -1 | 2 | -2
CNC(=O)COc1coc(CN2CCN(c3ccccc3F)CC2)cc1=O | -0.6 | 4 | -0.4 | -3 | 14 | -2 | -1 | 3 | -2

Profiles from above. Order of values: PP5 primary | EBNA-1 inhibitor | Efflux pump inh | core dimer inh | PREPL inhibitor | TPT1 inhibitor | Fh CTSL1 inh | ZTA DNA inh | PP1 inh
`CCn1cc(C2Nc3ccccc3C(=O)N2O)c(C)n1` (stereo not given) is listed as 0.4 | -12 | 0.1 | 0 | 10 | -4 | -1 | 9 | -3
`CNC(=O)COc1coc(CN2CCN(c3ccccc3F)CC2)cc1=O` is listed as -0.6 | 4 | -0.4 | -3 | 14 | -2 | -1 | 3 | -2
`O=C1/C(=C/c2cccc(F)c2)SC(=S)N1NS(=O)(=O)c1ccccc1` is listed as 0.8 | 5 | 0.3 | 3 | -6 | 2 | 5 | 1 | 2

The list is partial; the hit share may differ from the screen's.
